Mm-Cpn inhibitor = blocks the Methanococcus maripaludis chaperonin Mm-Cpn; Potency, µM (titrated, usually from 76.9 µM), inactives show at the highest dose activity, negative = inhibition, hits mostly inhibitors; purified Mm-Cpn ATPase, ADP Transcreener TR-FRET; 330,000 compounds, 0.031% hits; AID 504842; further: potency means the concentration at half of the fitted maximal effect; on the % scale 0 is the no-effect control and ±100 the full control effect; nearly all actives have a fitted effect of over 80% in size
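Inhibition of chaperonin ATP hydrolysis is measured as reduced ADP production, detected by competitive TR-FRET in which signal falls with ADP. Final enzyme 25 nM and ATP 10 uM, reacted 30 min at 37°C.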
pAkt inh = inhibitors of Akt phosphorylation. Neuro2A IGF-stimulated pAkt S473 HTRF, 20 min; stronger effect = lower value. activity change, % for hits at 50 µM. 360,000 compounds, 0.32% hits. AID 651550; in the data active means activity change below about -80%; inconclusive means mostly about -51% to -80%; further: on the % scale 0 is the no-effect control and ±100 the full control effect
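Single-point screen (50 µM final compound) in Neuro2A cells stimulated 20 min with 6 nM IGF at 37 deg C. After lysis, Ser473-phosphorylated Akt read by HTRF (ex 330 nm, em 615/665 nm) as the 665/615 ratio.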
TGFb SMAD3 inh = inhibitors of TGF-b signaling; HepG2 CAGA-GFP TGF-b/SMAD3 reporter, GFP fluorescence, 18 h; TGF-beta stimulated, 500 pg/mL final; 410,000 compounds, 1.2% hits; AID 588855; Potency, µM (doses to about 46.1 µM), for inactives: at the top dose activity, negative = inhibition, usual class: inhibitors; further: potency means the concentration at half of the fitted maximal effect; on the % scale 0 is the no-effect control and ±100 the full control effect; nearly all actives have a fitted effect of over 65% in size
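Smad-responsive CAGA-GFP expression was quantified in HEPG2 cells exposed to compounds and 500 pg/mL final TGF-beta for 18 h at 37 degrees C; unstimulated wells defined full inhibition.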
A549 tox = kills or reduces viability of A549 cells in Nrf2 counter-screen. A549 ARE-Fluc cells, CellTiter-Fluor viability, 18-24 h. Potency, µM (top dose mostly 46 µM), for the others: at the highest dose activity change, negative = cytotoxicity, actives largely listed as inhibitors. 390,000 compounds, 0.16% hits; further: potency means the concentration at half of the fitted maximal effect; on the % scale 0 is the no-effect control and ±100 the full control effect
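A549 ARE-Fluc cells in 5% FBS OPTI-MEM, 5000 cells/well, rested 2 h then exposed to compounds in concentration-response for 18-24 h at 37 °C. Viability by CellTiter-Fluor fluorescence (Ex 405/Em 525) after 30 min; luciferase luminescence (BugLite, 15 min, RT) read afterwards.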
HepG2 tox = counter-screen for TGF-b inhibitors: cytotoxicity in HepG2 cells; HepG2 CAGA-GFP viability, ATP luminescence, 18 h; Potency, µM (highest dose often 46.1 µM), for the others: at the highest dose activity change, negative = cytotoxicity, usual class: cytotoxic; 410,000 compounds, 0.76% hits; further: potency means the concentration at half of the fitted maximal effect; some results filed as inactive show a strong effect at the top dose
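CellTiter-Glo luminescence gave cytotoxicity after 18 hours at 37 degrees C. The cells were HepG2 CAGA-GFP in 1% FBS DMEM, stimulated with 500 pg/mL TGF-beta after compound addition. %Activity was normalised to no-cell wells (complete cell-killing) and DMSO (no toxicity), and curves were fitted and classified.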
CCT chaperon mod = changes cytosolic chaperonin activity | purified chaperonin ATPase assay, HTRF ADP detection, 30 min | activity change, % (concentration not given with the values), hits read low | 360,000 compounds, 0.3% hits | AID 651819; in the data active means activity change below about -30%; further: on the % scale 0 is the no-effect control and ±100 the full control effect
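Nucleotide hydrolysis assay: TRiC at 20–40 nM final (set by batch activity) with 10 uM ATP, 30 min at 37 °C, in presence of 76 uM compound. Detection by competitive ADP HTRF, 30 min ambient.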
Abeta rescue = compounds reversing amyloid beta toxicity in yeast. yeast expressing A-beta42, growth rescue, OD600, 48 h; response scale: 0% DMSO, 100% iron-clioquinol control. Potency, µM (doses to about 46.1 µM), for the others: top-dose growth rescue, usual class: activators. 410,000 compounds, 0.063% hits. AID 1347071; further: potency means the concentration at half of the fitted maximal effect; nearly all actives have a fitted effect of over 55% in size
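Yeast growth medium received pinned compounds, then yeast cells expressing toxic A-beta were added; plates incubated at 30 C for 48 hr. Growth read as absorbance at 600 nm, normalized to DMSO and equimolar FeCl3 plus clioquinol controls.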
Nrf2 block = blocks Nrf2 signaling; AID 504444; A549 ARE-Fluc reporter, luciferase luminescence, 18-24 h; 360,000 compounds, 2.1% hits; Potency, µM (top dose mostly 46 µM), for the others: top-dose activity change, negative = inhibition, actives largely listed as inhibitors; further: potency means the concentration at half of the fitted maximal effect; on the % scale 0 is the no-effect control and ±100 the full control effect; nearly all actives have a fitted effect of over 60% in size
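Nrf2 activity is the BugLite luminescence, read 15 min after reagent at room temperature, following CellTiter-Fluor cytotoxicity readout (30 min, 37C). Compound titrations were applied for 18-24 h to 5000 A549 ARE_Fluc cells/well in 5% FBS OPTI-MEM.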
Nrf2 ARE act = Nrf2 pathway activation; 410,000 compounds, 0.31% hits; AID 624171; Potency, µM (highest dose often 46.1 µM), for the others: at the top dose activation, most hits filed as activators; AREc32 ARE-luciferase reporter (MCF7-derived line), luminescence, 24 h; further: potency means the concentration at half of the fitted maximal effect; % of control where 0% means no effect; nearly all actives have a fitted effect of over 65% in size
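ARE activation measured as luciferase luminescence (Steady-Glo, 30 min RT) in AREc32_Fluc cells after 24 hr compound exposure at 37 deg C, 5% CO2; cells seeded overnight at 1000/well in OPTI-MEM, 5% FBS.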
Active calls of the source: *; i = inactive; ? = inconclusive; . = no result given; & = joins results of further samples. Unless noted, the call rests on the fitted dose curve; in most records, active means well fitted curve in the direction sought with a large enough effect; inconclusive means small, poorly fitted or top-dose-only effect, or another doubt; inactive means no such curve, though single readings can be large; an effect the other way counts as inactive or inconclusive.

SMILES | Mm-Cpn inhibitor | pAkt inh | TGFb SMAD3 inh | A549 tox | HepG2 tox | CCT chaperon mod | Abeta rescue | Nrf2 block | Nrf2 ARE act
CC(C)(C)c1ccc(/C=C/C(=O)NCCCN2CCOCC2)cc1 | 0% | i | -13% | 0% | 12% | -0.5 | 10% | ? | -1.3%
COc1ccc(C(C#N)c2nc3ccccc3nc2Cl)cc1 (stereo unspecified) | -27% | i | -12% | -9% | -1% | -3.4 | -2% | ? | 0.4%
COCCCn1c(=O)/c(=C/c2ccccc2OC(C)C)s/c1=C(\C#N)C(=O)Nc1ccc(C(=O)O)cc1 | . | i | ? | . | 13µM* | -10 | 0% | . | -0.3%
COc1cccc(C(=O)N(Cc2cccs2)C2CCS(=O)(=O)C2)c1 (stereo unspecified) | -2% | i | 0% | 1% | -42% | -8.9 | -9% | 13% | 0.5%
Cn1nc(C(F)(F)F)c(-c2ccccc2)c1NC(=O)CCC(=O)O | 0% | i | -28% | 0% | -18% | -4.1 | 9% | 6% | 0.2%
S=c1c2c(nc3nc[nH]n13)CCC2 | 0% | i | 10µM* | 2% | -64% | -1.0 | -24% | 14% | 15%
CSc1nsc(SC)c1NC(=O)OC1CCCCC1 | . | i | -1% | -2% | -4% | 0.3 | 4.5µM* | -4% | -0.2%
Fc1ccc(CNC2CCN(Cc3ccccc3)CC2)cc1 | -2% | i | -16% | -14% | -23% | 0.2 | -5% | 3% | -0.5%
O=C(Nc1ccc2c(c1)OCCO2)c1cccnc1Oc1ccccc1 | 3% | i | -6% | 17% | -3% | 0.3 | 6% | 8% | -0.7%
CCCS(=O)(=O)C(=C1Nc2ccccc2N1)S(=O)(=O)CCC | -4% | i | -4% | 0% | 12% | -1.5 | 5% | -8% | -0.1%
CC(NS(=O)(=O)c1ccc(Cl)cc1)C(=O)NCCC1=CCCCC1 (stereo unspecified) | -6% | i | ? | 2% | 5% | -0.1 | -28% | 3% | 0.4%
CCCCCCC1/C(=N/O)CCC1C(=O)OC (stereo unspecified) | -1% | i | 20% | -7% | 4% | -3.3 | -12% | 7% | -0.2%
Cc1cc(Cl)ccc1OCC(=O)Nc1ccccc1NS(=O)(=O)c1cccs1 | 0% | i | ? | -14% | -24% | -2.3 | -7% | ? | 2.0%
O=C(NN=C1CCCCCCCCCCC1)c1ccncc1 | 3% | i | 8% | 3% | -12% | -0.4 | -14% | 10% | -0.7%
Cc1ccc(S(=O)(=O)N2CCN(C)CC2c2ccccc2)cc1 (stereo unspecified) | 0% | i | 6% | 5% | 6% | 0.2 | 9% | 4% | -1.0%

Brought forward from above: 3 compounds, followed by the next part.
SMILES | Mm-Cpn inhibitor | pAkt inh | TGFb SMAD3 inh | A549 tox | HepG2 tox | CCT chaperon mod | Abeta rescue | Nrf2 block | Nrf2 ARE act
Cc1cc(Cl)ccc1OCC(=O)Nc1ccccc1NS(=O)(=O)c1cccs1 | 0% | i | ? | -14% | -24% | -2.3 | -7% | ? | 2.0%
O=C(NN=C1CCCCCCCCCCC1)c1ccncc1 | 3% | i | 8% | 3% | -12% | -0.4 | -14% | 10% | -0.7%
Cc1ccc(S(=O)(=O)N2CCN(C)CC2c2ccccc2)cc1 (stereo unspecified) | 0% | i | 6% | 5% | 6% | 0.2 | 9% | 4% | -1.0%
CC(/C=N/n1c(-c2cccnc2)n[nH]c1=S)=C\c1ccccc1 | 1% | i | -3% | 0% | -5% | -3.4 | 4% | -28% | 2.3%
CN(C)c1ccc(N=Nc2ccccc2Br)cc1 | -1% | i | -25% | ? | -37% | -2.6 | -9% | ? | -0.2%
CN(/N=C/c1ccc(Cl)cc1Cl)c1ncc(Cl)cc1C(F)(F)F | 1% | i | -3% | -2% | 0% | 1.4 | 6% | -1% | -0.2%
CCN(CC(=O)Nc1c(F)cccc1F)C(=O)c1nc2nc(C)cc(C)n2n1 | 1% | i | 1% | 2% | 4% | -1.3 | -10% | 5% | -0.6%
C=CCC[C@@H](Cc1ccc(F)cc1)C(=O)OC[C@H](Cc1c[nH]c2ccccc12)NC(=O)[C@H](CC=C)CC(=O)NCCO | 0% | i | ? | -11% | -106% | 3.4 | -7% | -11% | -4.9%
CC(=O)Nc1ccc(-c2ccnc3c2CC(C(=O)NCCC(F)(F)F)O3)cc1 (stereo unspecified) | . | i | 0% | . | -3% | 1.0 | -6% | . | -1.0%
CC(=O)c1cn(CC(=O)Nc2ccccc2)c2ccccc12 | -9% | i | -3% | -2% | 0% | -2.9 | 12% | . | 0.1%
CCOc1ccc(-c2cc(C)n3nc(C(=O)Nc4cc(Cl)ccc4O)cc3n2)cc1 | . | . | 1% | -3% | -4% | . | -12% | 4% | 4.7%
Cc1cc(-c2ccco2)n2c(nc3ccccc32)c1C#N | -1% | i | 20% | -4% | -2% | -1.9 | -5% | -8% | 3.0%
COc1ccc(NC(=O)Cn2nnc(-c3ccccc3F)n2)cc1Cl | -2% | i | -8% | -2% | -12% | 1.1 | 0% | -11% | 0.2%
N#CCSc1nc(Nc2ccc3c(c2)OCO3)c2ccccc2n1 | -11% | i | -12% | 4% | -19% | -0.9 | -13% | ? | 0.1%
CC(=O)Nc1ccc(C(=O)OCC(=O)N(C)C2CCCCC2)cc1 | 1% | i | -4% | 1% | 5% | -3.8 | 2% | 18% | 0.1%
CCCN1CCN(CCCNC(=O)C(CC)n2nc(C)n3c(cc4occc43)c2=O)CC1 (stereo unspecified) | 0% | i | 0%&1% | -2%&-2% | 1%&-10% | 0.6 | 13%&8% | 1%&4% | 0.1%&-1.0%
C[C@H](CO)N1C[C@H](C)[C@H](CN(C)C(=O)Nc2ccc(F)cc2)OCc2cnnn2CCCC1=O | . | i | 29% | . | 13% | -4.8 | -16% | . | -0.1%
COc1ccccc1C(=O)Nc1nc2ccccc2s1 | -20% | i | -21% | 3% | 11µM* | 2.1 | -30% | 6.5µM* | -6.1%
O=C(c1ccccc1Oc1ccc(C(F)(F)F)cc1[N+](=O)[O-])N1CCOCC1 | 0% | i | -6% | 1% | -14% | -2.1 | -11% | -2% | -0.8%
N#Cc1cc2c(nc1SCC(O)CS(=O)(=O)Cc1ccccc1)CCCC2 (stereo unspecified) | -2% | i | -12% | ? | -12% | -4.5 | 26% | ? | 0.7%
CCOC(=O)CSc1nc2c([nH]c3ccccc32)c(=O)n1-c1ccc(OCC)cc1 | . | . | 2% | 2% | -10% | . | -13% | . | 0.5%
CCN(c1ccc(OC)cc1)S(=O)(=O)c1cc(-c2cc(C)no2)ccc1C(C)C | 1% | i | -6% | 6% | 4% | -0.6 | -22% | -6% | 1.5%
COc1cc(-c2ccc3sc(-c4ccsc4)c(C#CCO)c3c2)cc(OC)c1OC | -29% | i | 16µM* | -4% | -34% | 1.5 | -6% | ? | -6.5%
O=C(Nc1ccc(Br)cn1)c1cccc(-c2cc3ccccc3oc2=O)c1 | -11% | i | 13% | -2% | -20% | 0.7 | 7% | ? | 3.2%
NC(N)=N/N=C(\N=Nc1ccccc1)c1ccc(Cl)cc1 | . | i | -18% | -6% | -57% | 0.6 | -26% | 16% | 3.6%
CC(C)CN1CCC1(C)C(=O)Nc1cc(-c2ccccc2)nn1C (stereo unspecified) | . | i | -42% | . | -21% | -0.2 | -6% | . | 0.5%
CS(=O)(=O)c1ccc(C(=O)OCC(=O)Nc2cc(C(F)(F)F)ccc2Cl)cc1[N+](=O)[O-] | . | . | 8.9µM* | -1% | -90% | . | . | -9% | .
O=C(NCCc1ccncc1)C12CC3CC(CC(C3)C1)C2 | 0% | i | 2% | 2% | -19% | 1.2 | -11% | 2% | 0.0%
O=S(=O)(NNc1ncc(C(F)(F)F)cc1Cl)c1ccccc1 | 0% | i | -5% | -1% | -26% | -9.7 | 14% | 3% | 10%
Cc1cc(OCC(=O)Nc2ccc3oc(-c4ccncc4)nc3c2)ccc1Cl | . | . | -27% | -5% | -4% | -1.2 | 14% | -2% | 0.1%
O=C(NCc1ccccc1)C(c1cccnc1)N(C(=O)c1csnn1)c1ccc(F)cc1 (stereo unspecified) | 0% | i | 3% | 2% | -2% | -0.2 | -1% | 2% | -0.7%
Cc1ccc(-n2cc(CN(C)Cc3nccn3C)c(-c3ccc(F)cc3)n2)cc1 | -1% | i | ? | -11% | -71% | -0.8 | -6% | -5% | 9.8%
CC(C)OC(=O)CSc1nnc(CNc2nc(-c3ccccc3)cs2)n1C | -1% | -103%* | 0% | -3% | -24% | 0.0 | -7% | 16% | -0.4%
Cc1ccn2c(=O)nc(SCC(=O)NCc3ccco3)nc2c1 | 2% | i | 3% | 1% | -4% | -0.7 | -2% | ? | 6.1%
O=C(O)c1cccnc1Oc1ccccc1 | 1% | i | 5% | -9% | 1% | -9.0 | 11% | -10% | -0.3%
COc1ccc(OCC(=O)Nn2c(-c3cccc(OC)c3)nc3ccccc3c2=O)cc1 | -2% | i | ? | 12% | -37% | -3.3 | 6% | 1% | -0.5%
Cc1cc(Br)cn2cc(C(=O)O)nc12 | -19% | i | 9% | 0% | -1% | 0.7 | -10% | 6% | -0.3%
CCn1c(CCNC(=O)c2ccc(Cl)c(Cl)c2)nnc1SCCOc1ccc(OC)cc1 | 0% | . | -37% | -30% | -6% | -0.8 | -17% | . | 5.0%
C[C@H](CO)N1C[C@H](C)[C@@H](CN(C)C(=O)Nc2ccc(C(C)(C)C)cc2)OCc2cnnn2CCCC1=O | . | i | 4% | . | -19% | -1.5 | 10% | . | 2.4%

Compound activity: PubChem, National Center for Advancing Translational Sciences (NCATS)
